Cav32 inh: Cav3.2 calcium influx blockers – cell-based, Fluo-4 calcium fluorescence, FDSS, MLSMR library, primary screen. B-score at 10 µM. actives 4% (n = 100,000). Voltage-dependent T-type calcium channel subunit alpha-1H (Homo sapiens), O95180. Cav3.2-expressing cells; hits give low values;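 active means single-dose well whose peak fluorescence ratio is a statistical outlier from its plate by either plate-standardised score or position-corrected B-score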
Starred values were filed as active, the others as inactive.

SMILES | Cav32 inh
COc1ccc(N2C(=S)N(C(=O)c3ccccc3)C(=Nc3ccccc3)C2=Nc2ccccc2)cc1 | -0.332
CCCCNC(=S)NC(=O)c1ccc(Cl)cc1Cl | -0.203
C=CCc1ccccc1OCC(O)CN1CCN(c2ccc(C)cc2)CC1 (stereo not given) | -1.9
O=C(COC(=O)C1COc2ccccc2O1)NC(=O)NC1CCCC1 (stereo not given) | -0.495
O=C1CCC([N+](=O)[O-])C(c2ccc(Cl)cc2)N1 (stereo not given) | 1.19
CCOc1ccccc1CNC(=O)c1cc2oc3ccccc3c2n1CC | -5.04*
CCCC(=O)Nc1ccc(C(=O)/C=C/c2ccc(SC)cc2)cc1 | -0.337
Cc1ccc(NC(=O)CC2C(=O)NC3CCCCC3N2C(=O)c2ccc(F)cc2)cc1C (stereo not given) | -0.757
COc1ccccc1CNC(=O)CN(c1ccc(C)cc1)S(=O)(=O)c1c(C)n[nH]c1C | -1.79
CS(=O)(=O)N1CCCC(C(=O)NCCN2CCC(Cc3ccccc3)CC2)C1 (stereo not given) | 0.411
CSc1ccccc1C(=O)Nc1cccc(C(C)=O)c1 | 0.49
Cn1c(C(=O)NCCN2CCOCC2)cc2sccc21 | -0.881
Cn1c(CC(=O)Nc2ccc(Cl)c(Cl)c2)nnc1SCC(=O)N1CCN(c2ccccc2)CC1 | -4.19
COc1ccc(NS(=O)(=O)c2ccc(Oc3ncccn3)cc2)cc1 | 0.125
COc1cc(/C=N\NC(=O)c2sc(N)nc2C)cc(OC)c1OC | 1.91
Cc1ccc(-c2nc(CS(=O)(=O)CC(=O)N3CC(C)CC(C)C3)c(C)o2)cc1 (stereo not given) | -3.92
CC(=O)N1CCCc2cc(S(=O)(=O)N3CCc4ccccc4C3)ccc21 | 0.594
CS(=O)(=O)N1CCN(c2ccccc2F)CC1 | 1.29
Cc1cc(C)c2c(=O)c3c(oc2c1)C(=O)N(CCO)C3c1cccc(O)c1 (stereo not given) | 0.351
COCCOC(=O)c1[nH]c2c(c1C)C(=O)CC(c1cc(OC)ccc1OC)C2 (stereo not given) | -0.00023
Cc1cc(C(=O)Nc2c(C)n(C)n(-c3ccccc3)c2=O)on1 | 0.0101
Cc1occc1C(=O)NCc1ccccc1F | -0.11
Cc1cc(C)c2cc(C#N)c(SCC(=O)NCC3CCCO3)nc2c1 (stereo not given) | 0.503
NC(=O)CSc1nnc(Cc2csc(Nc3ccc(F)cc3)n2)n1Cc1ccccc1 | -0.357
CCn1c(SCC(=O)Nc2ccc(C(C)=O)cc2)nc2nc3c(cc2c1=O)CCCC3 | -1.6
O=C(CC1CCCCC1)NCc1ccccn1 | 0.717
CCOc1ccc2[nH]c(=O)c(CN(CCO)C(c3nnnn3C3CCCCC3)C(C)C)cc2c1 (stereo not given) | -1.26
CC(C)NC(=O)c1cc(-c2cccs2)on1 | 0.966
N#Cc1ccc2ccn(CC(=O)NCc3ccccc3)c2c1 | -1.79
CC(NC(=O)c1cccnc1)C(c1cccs1)N1CCN(C)CC1 (stereo not given) | 0.474
CC(C)(C)C(=O)N1CCc2cc(-c3csc(N)n3)ccc21 | -0.451
CC1=C(C(=O)Nc2ccccc2)C(c2ccco2)C(C#N)=C(SCC(N)=O)N1 (stereo not given) | -0.16
Cc1nc2c(C)cccn2c1/C(O)=C1\C(=O)C(=O)N(CCN2CCOCC2)C1c1ccncc1 (stereo not given) | -0.263
Cn1c(=O)c(C(=O)CSc2nnc(Nc3ccccc3)s2)c(N)n(Cc2ccccc2)c1=O | 0.404
COCC(C)NC(=O)C1CC(c2cccc(Br)c2)=NO1 (stereo not given) | 0.189
C=CCOc1ccc(Br)cc1/C=N/O | -3.89*
c1cc(C2OCCN2CC2COC3(CCCC3)O2)ccn1 (stereo not given) | -0.908
CC1=CC(C)(C)N(S(=O)(=O)c2ccc(C)cc2)c2ccccc21 | -3.92
COc1ccc(C(CC(=O)O)NC(C)=O)cc1OC (stereo not given) | 0.0375
Cc1nnc(NC(=O)CSc2cn(Cc3ccccc3)c3ccccc23)s1 | -0.571
COC(=O)CC1=C(C(=O)OC)C(c2ccncc2)C(C#N)=C(N)O1 (stereo not given) | -1.48
CC(OC(=O)c1cccs1)C(=O)NCc1ccco1 (stereo not given) | 0.0191
O=C1CCC(=O)N1c1nc2nc(-c3ccccc3)cc(=O)n2[nH]1 | 0.664
Cc1cccc(C)c1OCC(O)CNS(=O)(=O)c1ccccc1C(=O)N1CCOCC1 (stereo not given) | -0.531
Cc1ccc(N2CCN(c3ccc(C)cc3)C2c2ccccn2)cc1 | 0.574

3 structures out of the list, ordered by molecular weight, smallest number first.
SMILES | Cav32 inh
C=CCOc1ccc(Br)cc1/C=N/O | -3.89*
CC(OC(=O)c1cccs1)C(=O)NCc1ccco1 (stereo not given) | 0.0191
CC(C)(C)C(=O)N1CCc2cc(-c3csc(N)n3)ccc21 | -0.451

Continued.
SMILES | Cav32 inh
COC(=O)CN1C2(C#N)CCCCC2CC2CCCCC21C#N (stereo not given) | 0.841
O=C(Nc1nc(COc2ccccc2)cs1)C1CCC1 | -3.15
CCc1c(C(=O)NC2CCCC2)csc1C | -2.64
COc1ccc2sc(N3C(=O)C4CC=C(C)CC4C3=O)nc2c1 (stereo not given) | -1.36
COCCCN1C(=O)C(O)=C(C(C)=O)C1c1ccccn1 (stereo not given) | 0.0206
COc1cc(O)c(C(CCN2CCCC2)c2ccc3c(c2)OCO3)c(OC)c1 (stereo not given) | 0.713
CC(=O)N1CCc2cc(S(=O)(=O)CCC(=O)N3CCc4ccccc4C3)ccc21 | 0.908
N/C(=N\OC(=O)c1ccco1)c1ccccc1 | 0.0296
COC(=O)Cn1c(=NC(=O)CSCC(=O)Nc2cc(C)on2)sc2ccccc21 | 0.236
COc1cccc(NC(=O)Nc2ccc3c(c2)nnn3C)c1 | -0.00335
Cn1c(=N)n(CC(O)c2ccco2)c2ccccc21 (stereo not given) | -0.0771
COc1ccc(CNc2oc(C)nc2C#N)cc1 | -0.7
CC(CC(=O)Nc1nc2ccccc2[nH]1)c1ccccc1 (stereo not given) | -5.67*
COc1cccc(C2NC(=O)N(CCCC(=O)O)C(C)=C2C(=O)OCc2ccccc2)c1 (stereo not given) | 0.887
CCn1c(SCC(=O)NCc2ccc3c(c2)OCO3)nnc1-c1c[nH]c2ccccc12 | -0.678
CC1CCCCN1S(=O)(=O)c1ccc(S(=O)(=O)N(Cc2ccccc2)Cc2ccco2)cc1 (stereo not given) | -4.73
COc1cc2c(cc1O)C(Cc1ccc(O)cc1)[N+](C)([O-])CC2 (stereo not given) | 0.16
Cc1ccc(C)c(SCC(=O)OCC(=O)c2ccco2)c1 | 0.992
CCOC(=O)c1sc(NC(=O)c2cc3n(n2)C(C(F)(F)F)CC(c2ccccc2)N3)c(C(=O)OCC)c1C (stereo not given) | -0.0195
CCc1cc(=O)oc2cc(OCC(=O)N3CCCc4ccccc43)ccc12 | -1.37
O=C(NCc1ccc2c(c1)OCO2)c1ccc(COc2cc(Cl)ccc2Cl)o1 | -4.27
Cc1cc(C(=O)Cn2nnc3ccccc3c2=O)c(C)n1Cc1cccs1 | -3.5*
COc1ccc(CN2[C@@H](CC(C)=O)c3cc(C(F)(F)F)ccc3S2(=O)=O)cc1 | 0.936
Cc1cccc(-n2ccnc2SCC(=O)Nc2nccs2)c1C | -0.176
CCCC1CC(C)(c2csc(Nc3ccc(OCC)cc3)n2)OC1=O (stereo not given) | -2.41
Cc1ccc(-c2cc(C(=O)Nc3nn[nH]n3)c3ccccc3n2)cc1 | 0.00275
CCNC(=S)NNC(=O)c1ccccc1OC(F)F | 0.508
CC1(C)Cc2c(sc3c4nnnn4c4nnnn4c23)CO1 | 0.798
COc1cc(C2C=C(C34CC5CC(CC(C5)C3)C4)NC(=S)N2)cc(OC)c1OC (stereo not given) | -0.309
CC1(C)NC(=O)N(CC(O)COc2ccccc2-c2ccccc2)C1=O (stereo not given) | -0.0892

Next section (5 carried over from the part before).
SMILES | Cav32 inh
Cc1ccc(-c2cc(C(=O)Nc3nn[nH]n3)c3ccccc3n2)cc1 | 0.00275
CCNC(=S)NNC(=O)c1ccccc1OC(F)F | 0.508
CC1(C)Cc2c(sc3c4nnnn4c4nnnn4c23)CO1 | 0.798
COc1cc(C2C=C(C34CC5CC(CC(C5)C3)C4)NC(=S)N2)cc(OC)c1OC (stereo not given) | -0.309
CC1(C)NC(=O)N(CC(O)COc2ccccc2-c2ccccc2)C1=O (stereo not given) | -0.0892
Cc1ccc2c(c1)C1C=CCC1C(C(=O)NCCCN1CCOCC1)N2 (stereo not given) | 1.92
COc1ccc(C2/C=C\CN(C(=O)c3ccccc3)[C@H](Cc3ccccc3)C(=O)N2Cc2ccc(F)cc2)cc1 (stereo not given in full) | -2.34
CCNS(=O)(=O)c1c(C)cc(N2CCCC2=O)cc1C | -0.378
CCCCN(C)CCCNC(=O)c1cccc(N2CCCC2=O)c1 | 0.458
Cc1cc(C(=O)N/N=C\c2ccc(COc3ccc([N+](=O)[O-])cc3)o2)ccc1[N+](=O)[O-] | 0.716
c1ccc(CCN2CCN(c3ncnc4c3cnn4-c3ccccc3)CC2)cc1 | 2.99
CCCCn1c(NCc2ccc3c(c2)OCO3)nc2ccccc21 | -4.8
Cc1cc(C)n2ncc(C(=O)NCc3ccccc3)c2n1 | -0.296
CC(NC(=O)c1cccnc1)C(c1ccccc1)N1CCN(C)CC1 (stereo not given) | 0.274
O=C(Nc1nc2ccccc2[nH]1)C12CC3CC(CC(C3)C1)C2 | -0.359
O=C(CN(CCc1ccccc1)C(=O)CNS(=O)(=O)c1ccccc1)NCC1CCCO1 (stereo not given) | -0.498
CCN(CC)Cc1c(-c2ccccc2)[nH]c2ccc(C)cc2c1=O | -0.245
COc1ccc(Cl)cc1NC(=O)COC(=O)/C=C/c1c(C)nn(C2CCS(=O)(=O)C2)c1Cl (stereo not given) | 0.494
Cc1ccc(N2CC(C(=O)N/N=C/c3cccc([N+](=O)[O-])c3)CC2=O)cc1 (stereo not given) | -1.27
CN1C(=O)CC(N2CCN(C(c3ccccc3)c3ccccc3)CC2)C1=O (stereo not given) | 0.0775
CCOC(=O)N1CCN(Cc2nc3c(c(=O)n(C)c(=O)n3C)n2Cc2ccccc2C)CC1 | 0.802
O=C(CNC(=O)c1cccs1)NC1=NCCS1 | 0.133
N#Cc1c(C(F)(F)F)cc(-c2ccccc2)nc1SCC(=O)Nc1sc2c(c1C#N)CCC2 | -2.24
Nc1cc(=O)[nH]c(=O)n1Cc1ccco1 | 0.0144
NS(=O)(=O)c1ccc(NCc2c(F)cccc2Cl)cc1 | 0.128
CC1CN(C2CCCCC2)c2nc3c(c(=O)n(C)c(=O)n3C)n2C1 (stereo not given) | 0.701
Cc1cc(N2C(=O)C3C4C=CC(C4)C3C2=O)ccc1Br (stereo not given) | 0.706
O=C(CSc1nc2ccccc2o1)Nc1ccc(N2CCOCC2)c(Cl)c1 | -3.76*
COc1cc2c(cc1O)[C@H](Cc1ccc(Oc3cc(C[C@@H]4NCCc5cc(OC)c(O)cc54)ccc3O)cc1)NCC2 | 0.142
O=C(CSc1nnc(Cc2cccs2)n1-c1ccccc1)NCc1ccc2c(c1)OCO2 | -4.65*
N#Cc1ccc(OCc2nnc(SCC(=O)N3CCCc4ccccc43)n2-c2ccccc2)cc1 | -7.38*
C[C@@H](CO)NC(=O)c1ccc2c3n(nc2c1)-c1ccccc1CO3 | 0.849
CCN(CC)S(=O)(=O)c1ccc(NS(=O)(=O)c2cccc(C)c2)cc1 | -4.6*
CC(C)(C)c1ccc(-c2nc(-c3ccncc3)no2)cc1 | -0.598
CCN(CC)CCNC(=O)c1ccc(NC2=NC3CS(=O)(=O)CC3S2)cc1 (stereo not given) | -0.0505

4 entries drawn at random from the list so far, as already listed:
SMILES | Cav32 inh
O=C(CNC(=O)c1cccs1)NC1=NCCS1 | 0.133
CCN(CC)S(=O)(=O)c1ccc(NS(=O)(=O)c2cccc(C)c2)cc1 | -4.6*
Cc1cc(N2C(=O)C3C4C=CC(C4)C3C2=O)ccc1Br (stereo not given) | 0.706
O=C(CSc1nc2ccccc2o1)Nc1ccc(N2CCOCC2)c(Cl)c1 | -3.76*

Next part
SMILES | Cav32 inh
Cc1cccn2c(=O)c3cc(C#N)c(=O)n(CCCN4CCOCC4)c3nc12 | 1.47
COc1cc(=O)n(C)c2ccccc12 | 0.444
COC(=O)C1=C(C)OC(N)=C(C#N)C1c1cc(OC)c(OCC(N)=O)cc1Cl (stereo not given) | 1.3
CN(C)c1nc(C(=O)NN)nc(N(C)C)n1 | 2.42
CCCCNC(=O)C1CC(c2cccc(F)c2)=NO1 (stereo not given) | -0.239
Nc1nc(-c2ccco2)c(-c2ccco2)s1 | -4.26
O=C(CN(C(=O)Cn1nnc(-c2cccs2)n1)c1ccc2c(c1)OCCO2)NCC1CCCO1 (stereo not given) | -0.0117
O=C(NCCc1ccc(F)cc1)c1cccs1 | 0.917
O=C(CN1CCN(CC(=O)Nc2ccccn2)CC1)Nc1ccccn1 | -1.45
C=CCNC(=S)Nc1cccc2ccccc12 | 0.807
CCN(CC)S(=O)(=O)c1cccc(S(=O)(=O)N2CCCCC2)c1 | -0.0141
COc1ccc(NC(=O)CSc2nnc(-c3cccs3)n2C)cc1OC | 0.0842
Cc1cc(C)n2nc(SCCC(=O)NCCc3ccccc3)nc2n1 | 2.56
COC(=O)c1ccc2nc(C(F)(F)F)[nH]c2c1 | 0.487
COc1ccc(CC(=O)N2CCOCC2)cc1 | 1.12

This is a subset; count on the stated rates, not on these rows.
